Compound activity: PubChem, several laboratories
ZTA counter = counter-screen for EBNA-1 inhibitors: inhibitors of Epstein-Barr virus ZTA; inhibition, % at 11 µM; ZTA-DNA binding, fluorescence polarization; P03206; 320,000 tested, 0.15% active; in the data active means inhibition above about 33%
AHR activator = human AHR activation | AID 2796 | P35869 | activation, % at 5 µM | AHR-responsive luciferase reporter cells, luminescence | 320,000 tested, 2.5% active; in the data active means activation above about 47%;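 further: 0% = vehicle wells and 100% = reference agonist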
procasp7 counter = counter-screen for procaspase-3 activators: activators of human procaspase-7 | P55210 | recombinant procaspase-7, Ac-DEVD-pNA absorbance 405 nm; D23A/D198A/D206A triple mutant, cannot self-cleave; scale: DMSO 0, 5 µM enzyme 100 | activation, % at 8.5 µM | 330,000 tested, 0.093% active | AID 463210;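 active means percent activation above the screen-wide mean plus 3 SD, cut at about 25% in these data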
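Detection: p-Nitroaniline absorbance at 405 nm, read at 0 and 120 min; system: Uncleavable procaspase-7 mutant enzyme; evaluation: % activation from two-timepoint absorbance difference, scaled to controls; times: 1 h enzyme–compound preincubation and 2 h substrate reaction, both 25 °C; buffer or medium: Zinc-free HEPES pH 7.4 with 300 mM NaCl, 0.01% Triton X-100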
LAP4-GFP MLPCN = yeast TOR pathway LAP4-GFP modulation; 320,000 tested, 0.34% active; AID 2023; GFP response vs DMSO, % at 10 µM; S. cerevisiae LAP4-GFP multiplex, flow cytometry GFP, 3 h; median GFP as percent of DMSO wells;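 active means GFP response vs DMSO above a set limit, about the screen mean plus 3 SD, cut at about 150% in these data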
MEP2-GFP yeast = yeast TOR pathway MEP2-GFP modulation | S. cerevisiae MEP2-GFP strain, flow cytometry GFP, 3 h; 100% = DMSO control level | AID 2016 | GFP response vs DMSO, % at 10 µM | 330,000 tested, 0.51% active;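 active means GFP response versus DMSO above a set limit, roughly screen mean plus 3 SD, cut at about 180% in these data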;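 further: median GFP fluorescence of the barcode-gated MEP2-GFP cells per well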
proCasp3 act = activators of human procaspase-3. recombinant procaspase-3 D3A, Ac-DEVD-pNA absorbance 405 nm. activation, % at 8.5 µM. P42574. 330,000 tested, 0.11% active. AID 463141;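 active means activation above the mean of all tested compounds plus 3 SD, cut at about 21% in these data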;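 further: 0% = DMSO alone and 100% = DMSO wells spiked with extra 5 µM PC-3 D3A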
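Assay system: Autoprocessing-dead procaspase-3 D3A mutant enzyme; also added: Ac-DEVD-pNA; doses: one concentration, 8.5 µM nominal, 0.8% DMSO; times: 1 h compound preincubation, 2 h substrate hydrolysis at 25 °C; technique: 405 nm absorbance of p-nitroaniline, reads at 0 and 120 min; measure: % activation between DMSO and enzyme-spiked controls; repeats: single replicate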
EBNA-1 inhibitor = blocks EBNA-1 binding to DNA. 300,000 tested, 0.34% active. inhibition, % at 14.8 µM. EBNA-1 DNA binding, fluorescence polarization. AID 1950; in the data active means inhibition above about 28%
RPL19A TOR yeast = yeast TOR pathway RPL19A-GFP modulation; 330,000 tested, 0.3% active; S. cerevisiae RPL19A-GFP strain, flow cytometry, 3 h; hits give low values; percent response vs DMSO, % at 10 µM;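 active means percent response vs DMSO below 50%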;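 further: median channel GFP fluorescence of the barcoded RPL19A-GFP strain; ratio of sample median GFP to plate DMSO average so 100% = DMSO; lower means less RPL19A-GFP as with rapamycin TOR inhibition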
The depositor's hits bear a star; / = not tested or not shown.

A first look, six compounds:
SMILES	ZTA counter	AHR activator	procasp7 counter	LAP4-GFP MLPCN	MEP2-GFP yeast	proCasp3 act	EBNA-1 inhibitor	RPL19A TOR yeast
COc1ccc(/C=C2/SC(=O)N(CC(=O)NCCC(C)C)C2=O)cc1OC	16	1	0	94	106	-3	5	105
Cc1cc(C)cc(NC(=O)COC(=O)CCn2c(C)csc2=O)c1	10	0	10	91	92	4	/	95
CC(=O)Nc1ccc(NC(=S)NC(=O)c2ccc(-c3ccccc3)cc2)cc1	-10	-1	3	106	100	4	25	98
O=C(NCCN1CCOCC1)c1cc(-c2ccc(F)cc2)nc2ccccc12	3	2	-1	102	85	6	2	95
COc1ccccc1NC(=O)Cn1nnc(C(=O)NCc2ccc3c(c2)OCO3)c1N	-4	14	8	91	97	0	-6	98
CCCCOc1ccc(-c2nnc(N)s2)cc1	-3	37	2	97	89	-8	7	101

All compounds of this part, from the start:
SMILES	ZTA counter	AHR activator	procasp7 counter	LAP4-GFP MLPCN	MEP2-GFP yeast	proCasp3 act	EBNA-1 inhibitor	RPL19A TOR yeast
COc1ccc(/C=C2/SC(=O)N(CC(=O)NCCC(C)C)C2=O)cc1OC	16	1	0	94	106	-3	5	105
Cc1cc(C)cc(NC(=O)COC(=O)CCn2c(C)csc2=O)c1	10	0	10	91	92	4	/	95
CC(=O)Nc1ccc(NC(=S)NC(=O)c2ccc(-c3ccccc3)cc2)cc1	-10	-1	3	106	100	4	25	98
O=C(NCCN1CCOCC1)c1cc(-c2ccc(F)cc2)nc2ccccc12	3	2	-1	102	85	6	2	95
COc1ccccc1NC(=O)Cn1nnc(C(=O)NCc2ccc3c(c2)OCO3)c1N	-4	14	8	91	97	0	-6	98
CCCCOc1ccc(-c2nnc(N)s2)cc1	-3	37	2	97	89	-8	7	101
FC(F)(F)c1ccc(Cl)c(NC(=S)N/N=C/c2ccccc2C(F)(F)F)c1	-6	105*	-2	86	101	-1	-5	100
CCOc1cc(CNC2CCCC2)cc(Cl)c1OCc1ccccc1	-6	-2	-9	90	94	-2	1	95
COc1ccccc1C(=O)OCC(=O)Nc1ccccc1OC(F)F	0	1	-2	87	96	3	-9	94
N#CC1=C(N)Oc2nc(-c3ccccc3)[nH]c2C1c1cccnc1 (stereo unspecified)	-15	2	-2	104	100	2	-5	98
O=C(N/N=C/c1ccccn1)c1cc(C2CC2)nc2ccccc12	-16	8	0	103	108	-4	-6	106
CCN(CC(=O)Nc1c(F)cccc1F)C(=O)CSCc1c(C)noc1C	11	-1	3	103	98	4	8	94
O=C(CCc1ccccc1)N1CCN(c2ccccn2)CC1	-8	6	5	92	124	5	2	103
O=C(O)CSc1nc(-c2ccccc2)nc2c1CCCC2	15	0	3	111	107	9	-2	104
CC(C)c1cc(C(=O)N/N=C/c2cccnc2)cs1	-7	39	1	95	105	10	-4	102
O=C(CNC(=O)c1ccc2c(c1)OCO2)N/N=C/c1cc(Br)ccc1O	-2	1	-1	95	100	0	-1	104
CC(c1ccco1)N(C(=O)c1ccc(C(F)(F)F)cc1)c1ccccn1 (stereo unspecified)	15	-1	8	101	97	1	7	112
CCOC(=O)C1=C(C)NC(=O)NC1c1ccc(OCC(N)=O)cc1 (stereo unspecified)	-8	0	18	118	110	-2	-1	108
COCC1CCN(C(=O)C2CCC(=O)N(CCc3ccc(Cl)cc3)C2)CC1 (stereo unspecified)	-11	0	5	101	102	-1	-4	102
Cc1cc(C)c(C#N)c(SC(F)F)n1	3	0	4	100	106	7	7	101
CCCn1c(N)c(C(=O)CSc2nc(C3CC3)n(-c3ccccc3)n2)c(=O)[nH]c1=O	/	2	7	96	98	6	/	93
COC(=O)C1CCN(C(=O)c2ccccc2Oc2ccccc2)CC1	-8	-1	9	81	89	7	11	98
O=c1[nH]c2c(=O)[nH]cnc2nc1-c1ccccc1	3	-3	2	/	204*	-3	0	72
CCCS(=O)(=O)c1c(S(=O)(=O)CCC)c2ccccn2c1C(=O)OC	-4	1	4	110	106	-6	-8	105
CCC(C)N=Cc1c(NCc2ccco2)nc2c(C)cccn2c1=O (stereo unspecified)	-1	23	-4	103	106	4	-2	101
COc1cc(/C=N/Nc2ccccc2)ccc1O	3	14	3	86	110	-5	-3	107
CCc1c(SCCC(=O)O)nc2ccccc2c1C	-2	16	11	116	107	10	-5	106
O=C1CSC(c2cccs2)N1c1ccccc1 (stereo unspecified)	-8	-1	3	95	98	-1	-2	94
Cc1nn(-c2ccccc2)c2c1C(O)n1c(nc3ccccc31)S2 (stereo unspecified)	3	27	-1	114	101	-3	-2	99
CC(=O)Nc1ccc2c(CSc3nnc(N)s3)cc(=O)oc2c1	10	0	-2	101	99	5	-2	109
COc1ccc(S(=O)(=O)Nc2ccc3c(c2)OCO3)cc1C(=O)O	-5	4	0	102	107	-1	2	103
O=C(CCc1c[nH]c2ccccc12)NCCc1ccc(O)cc1	-9	5	-1	95	100	-3	-2	101
CC(NCc1ccc(-c2ccccc2)cc1)C(O)c1ccccc1 (stereo unspecified)	-8	1	8	109	105	0	2	100
C=CCN(CC=C)CC(=O)Nc1cccc(Oc2cnccn2)c1	11	7	2	91	104	2	-2	108
CC(C)NC(=S)NC(=O)c1ccc(-c2ccccc2)cc1	9	-8	-18	/	/	3	15	/
Cc1ccc(S(=O)(=O)N2CCN(Cc3ccco3)CC2)c(C)c1	-13	2	4	87	89	2	-4	95
CCc1ccc(C(=O)OCC(=O)NCCNC(=O)COC(=O)c2ccc(CC)cc2)cc1	8	-2	-3	68	93	0	7	95
C=CCc1cccc([C@@H]2[C@@H](C)CC[C@H]3C(=O)N4[C@@H](c5cc(OC)c(OC)c(OC)c5)c5[nH]c6ccccc6c5C[C@H]4C(=O)N23)c1	0	6	-6	/	/	-2	3	/
CCC(=O)Nc1c2c(nc3c1CCC3)CCCC2	-6	1	4	95	94	-5	-3	99
CCn1c(=N)n(CC(=O)C23CC4CC(CC(C4)C2)C3)c2ccccc21	-8	12	-6	96	94	1	-3	92
Cc1ccc(OCCOCCN(C)C)c(Cl)c1	0	1	-18	105	105	5	-1	103
CCn1c(NC(=O)c2ccc(COc3ccc(C)cc3[N+](=O)[O-])o2)nc2ccccc21	-5	-1	2	111	105	5	5	98
N#CC1(C#N)CC(C=O)=C(N)C1(C#N)CC(=O)c1ccc(F)cc1 (stereo unspecified)	-5	3	-4	110	104	-7	2	96
COc1ccc(OC)c(CN2CCN(C(=O)CNC(=O)c3ccc(C(C)(C)C)cc3)CC2)c1	-3	2	1	102	102	-2	/	102
Nc1ccc(S(=O)(=O)NCc2ccccn2)cc1	1	-1	6	110	115	1	2	105
CC(Sc1nc2cc([N+](=O)[O-])ccc2n1-c1cccc(C(F)(F)F)c1)C(=O)NC(N)=O (stereo unspecified)	4	2	-6	92	110	2	-4	104
COc1ccc2[nH]c(=O)c(CN(Cc3ccccc3)Cc3nnnn3CC3CCCO3)cc2c1 (stereo unspecified)	4	-1	0	95	103	7	-14	98
Cc1cc(C)c2c(N)c(C(=O)NN3CC(=O)N(c4cccc(Cl)c4)CC3=O)sc2n1	0	3	-3	111	102	-3	-2	100
COc1ccc(N(CC(=O)NCc2ccccn2)S(=O)(=O)c2ccccc2[N+](=O)[O-])c(OC)c1	-4	2	3	103	91	8	-5	105
Cc1cnc([N+](=O)[O-])n1CCOC(=O)NC(=O)c1c(F)cccc1F	3	-1	2	98	107	1	-1	108
Carrying on.
SMILES	ZTA counter	AHR activator	procasp7 counter	LAP4-GFP MLPCN	MEP2-GFP yeast	proCasp3 act	EBNA-1 inhibitor	RPL19A TOR yeast
CN1CCN(C(=O)C2CCCN(S(=O)(=O)c3ccc(Cl)cc3)C2)CC1 (stereo unspecified)	7	-1	9	97	103	-4	-2	104
COC(=O)COc1ccc(-c2ccccc2)cc1C=O	-6	-1	5	118	106	-5	-4	99
COc1cc(OC)cc(C(=O)NCc2cc(C)nc3ccccc23)c1	-11	21	4	95	109	5	-5	105
O=C(Nc1nnc(S(=O)(=O)N2CCCCCC2)s1)c1ccccc1Br	4	0	5	102	102	5	5	101
Cc1cc(C)n2[nH]c(=O)c(N=Nc3ccccc3)c2n1	1	15	-16	100	99	-1	-12	97
O=C(Nc1nc2c(F)cccc2s1)c1ccco1	-6	121*	4	96	105	0	5	102
COc1ccc(CNC(=O)COC(=O)/C=C/c2ccc(S(=O)(=O)N3CCOCC3)cc2)cc1	2	-4	0	95	99	6	4	102
Cc1c(NC(=O)C(C)OC(=O)c2cc(-c3cccc4ccccc34)nc3ccccc23)c(=O)n(-c2ccccc2)n1C (stereo unspecified)	-2	2	5	102	106	-2	3	109
COc1cccc(CNC(=O)CN2C(=O)NC(Cc3ccccc3)(c3ccccc3)C2=O)c1 (stereo unspecified)	-17	1	-5	92	93	2	/	95
CCN1CCN(Cc2ccc(OCc3ccccc3)cc2)CC1	-5	7	2	99	99	4	-4	/
CCNC(=S)Nc1cccc(NC(=O)c2ccccc2O)c1	-3	86*	-5	110	102	0	7	99
CC(C)C(C(=O)NCC1CCCO1)N(C(=O)CNS(=O)(=O)c1ccccc1)c1ccc(F)cc1 (stereo unspecified)	-4	2	5	93	108	3	-13	109
CCc1nc2n[nH]c(N)c2c2c1CCCC2	-16	13	8	97	93	15	-1	100
Cc1cc2oc(=O)cc(CN3CCN(S(=O)(=O)c4cccs4)CC3)c2cc1C	4	0	15	83	97	3	2	102
CCOC(=O)N1CCN(CC(O)c2ccc3cc[nH]c3c2)CC1 (stereo unspecified)	-9	7	10	109	107	9	-2	104
C#CCOC(=O)Nc1cc(C)n(-c2ccccc2)n1	6	-1	6	109	107	-9	-16	98
COc1cc(/C=C2\CC/C(=C\c3cc(OC)c(O)c(OC)c3)C2=O)cc(OC)c1O	0	2	-24	138	184*	-1	-3	98
Cc1cccc(CSc2nnc3c(n2)[nH]c2ccccc23)c1	13	36	0	123	98	3	2	102
Cc1ccc(CNC(=O)C2CCN(S(=O)(=O)c3ccc4nc5c(c(C(=O)O)c4c3)CC(C)CC5)CC2)cc1 (stereo unspecified)	-4	5	2	87	104	-4	-5	101
CN1CCC(=NNC(=O)CN(c2ccc([N+](=O)[O-])cc2)S(=O)(=O)c2ccccc2)CC1	-15	3	2	92	99	-4	0	104
Oc1ccccc1N=Cc1c(O)ccc2oc3c(c12)CCCC3	-5	32	-32	82	100	-8	-12	108
COc1ccc(NC2CCCN(C(=O)c3cccnc3SC)C2)cc1OC (stereo unspecified)	8	5	-29	86	109	-27	-10	101
CC(C)(C)C(=O)NC(=S)N1CCc2ccccc21	3	16	-4	109	108	-3	6	101
CCOc1ccc(C2CC(c3ccc(F)cc3)n3ncnc3N2)cc1 (stereo unspecified)	-3	2	1	93	92	7	-1	94
CC(C)=C(NC(=O)c1ccccc1)C(N)=O	-8	0	2	106	103	3	5	99
Cc1ccc(NC(=O)C2CCN(S(=O)(=O)c3c(C)nn(C)c3C)CC2)c(Cl)c1	4	-1	-4	89	104	10	-13	97

4 compounds out of the list, arranged by formula weight, high to low.
SMILES	ZTA counter	AHR activator	procasp7 counter	LAP4-GFP MLPCN	MEP2-GFP yeast	proCasp3 act	EBNA-1 inhibitor	RPL19A TOR yeast
Cc1ccc(NC(=O)C2CCN(S(=O)(=O)c3c(C)nn(C)c3C)CC2)c(Cl)c1	4	-1	-4	89	104	10	-13	97
Oc1ccccc1N=Cc1c(O)ccc2oc3c(c12)CCCC3	-5	32	-32	82	100	-8	-12	108
CC(C)(C)C(=O)NC(=S)N1CCc2ccccc21	3	16	-4	109	108	-3	6	101
CC(C)=C(NC(=O)c1ccccc1)C(N)=O	-8	0	2	106	103	3	5	99
